Tau fluor cs – counter-screen for tau fibril formation inhibitors. tau K18 P301L Alexa594 fluorescence, heparin fibrillization. Potency, µM (titrated, usually from 57.7 µM), for the others: top-dose activity change, negative = decrease. 0.93% of 280,000 active. AID 1463; further: on the % scale 0 is the no-effect control and ±100 the full control effect; nearly all actives have a fitted effect of over 55% in size
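Human tau K18 P301L (15 uM unlabeled, 0.24 uM Alexa 594-labeled) in 100 mM sodium acetate pH 7 with 20 uM heparin, 6 hr at 37 C. ThT 30 uM added, 1 hr ambient; Alexa 594 FP and total fluorescence read at 555/632 nm.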
Tau fibril FP – tau fibrillization inhibition (FP); Potency, µM (highest dose often 57.7 µM), without a hit: at the top dose activity, negative = inhibition, hits mostly inhibitors; K18 P301L tau heparin fibrillization, Alexa594 FP, 6 h; 0.39% of 280,000 active; P10636; further: on the % scale 0 is the no-effect control and ±100 the full control effect; nearly all actives have a fitted effect of over 55% in size
Target sequence (P10636 561-689 P618L limits assumed): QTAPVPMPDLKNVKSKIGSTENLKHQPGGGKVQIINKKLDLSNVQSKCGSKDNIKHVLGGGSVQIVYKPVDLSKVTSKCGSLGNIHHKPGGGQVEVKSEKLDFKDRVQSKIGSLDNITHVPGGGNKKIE
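Heparin (20 uM) drove fibril formation of recombinant tau K18 P301L, 15 uM unlabeled with 0.24 uM Alexa 594 label, for 6 hr at 37 C in 100 mM sodium acetate pH 7. Fluorescence polarization (555/632 nm) read 1 hr after 30 uM ThT.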
aGal spleen mod – inhibitors or activators of human alpha-galactosidase in spleen homogenate; P06280; human spleen homogenate, 4MU-alpha-Gal fluorescence, 40 min; Potency, µM (top dose mostly 80 µM), without a hit: at the highest dose activity change, negative = inhibition, actives largely listed as inhibitors; 0.008% of 240,000 active;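 further: 0% = enzyme with vehicle and -100% = no enzyme basal signal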
Target sequence (P06280 32-429 limits assumed): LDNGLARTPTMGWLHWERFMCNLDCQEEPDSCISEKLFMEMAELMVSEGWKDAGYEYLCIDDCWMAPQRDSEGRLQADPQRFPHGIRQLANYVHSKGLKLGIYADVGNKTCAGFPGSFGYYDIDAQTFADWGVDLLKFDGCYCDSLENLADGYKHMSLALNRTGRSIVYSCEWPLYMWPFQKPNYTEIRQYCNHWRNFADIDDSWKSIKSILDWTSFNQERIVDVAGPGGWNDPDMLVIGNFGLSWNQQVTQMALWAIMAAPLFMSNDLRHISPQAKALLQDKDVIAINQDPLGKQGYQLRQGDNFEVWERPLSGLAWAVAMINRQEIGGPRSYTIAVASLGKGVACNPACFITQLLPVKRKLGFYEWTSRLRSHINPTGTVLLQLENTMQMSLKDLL
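qHTS titration in buffer at pH 5.0. Alpha-galactosidase activity in spleen homogenate was measured via 4-methylumbelliferone release from 1 mM fluorogenic substrate after 40 min at 37C and a pH 10 stop. AC50 came from Hill fits of control-normalized data.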
aGlu spleen mod – inhibits or activates alpha-glucosidase in human spleen homogenate | Potency, µM (doses to about 79.9 µM), for the others: at the top dose activity change, negative = inhibition, hits mostly inhibitors | P10253 | 0.006% of 240,000 active | AID 2112 | human spleen homogenate, 4-MU-alpha-glucoside fluorescence;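 further: 0% = enzyme with vehicle and -100% = no enzyme basal signal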
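Human spleen homogenate (1 ug) incubated with compounds and 1 mM 4-methylumbelliferyl-alpha-D-glucopyranoside in pH 5.0 citrate/phosphate buffer, 37 C, 40 min. Stopped at pH 10; 4-MU fluorescence (Ex 365/Em 440 nm); AC50 by Hill fit.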
Tau fibril ThT – blocks human tau fibril formation measured by thioflavin T; 2.1% of 270,000 active; Potency, µM (highest dose often 57.4 µM), for inactives: at the highest dose activity, negative = inhibition, actives largely listed as inhibitors; P10636; recombinant tau K18 P301L (four-repeat tau fragment), heparin-induced fibrillization, ThT fluorescence; further: on the % scale 0 is the no-effect control and ±100 the full control effect; nearly all actives have a fitted effect of over 55% in size
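Heparin-induced (20 uM) aggregation of recombinant human K18 P301L tau, 15 uM unlabeled with 0.24 uM labeled, pH 7 acetate buffer, 6 hr at 37 C with compound. Fibrils quantified by 30 uM ThT fluorescence after 1 hr ambient incubation.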
GAA inhib – blocks human lysosomal alpha-glucosidase | P10253 | purified human GAA, 4-MU-alpha-glucoside fluorescence | Potency, µM (highest dose often 76.9 µM), for the others: top-dose activity change, negative = inhibition, actives largely listed as inhibitors | 0.005% of 200,000 active | AID 1466;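 further: plate controls were uninhibited enzyme wells for no effect and no-enzyme background for full effect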
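Human enzyme at 4 nM with 400 uM 4-methylumbelliferyl-alpha-D-pyranoside, citrate/phosphate buffer pH 5.0, 0.005% Tween-20, 20 min at room temperature. Compounds up to 77 uM. 4-MU fluorescence (Ex 365/Em 440) read after NaOH/glycine stop; AC50 from Hill fit.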
HTT cytoprotect – Huntington cell model cytoprotection by ATP luminescence. Potency, µM (top dose mostly 56.4 µM), without a hit: cytoprotection (ATP increase), actives largely listed as activators. 0.14% of 230,000 active. AID 1471. PC12 HTT-Q103 induced, cytoprotection, ATP luminescence, 40 h;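 further: % of control where 0% means no effect; nearly all actives have a fitted effect of over 45% in size; toxic huntingtin expression switched on by the ecdysone agonist tebufenozide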
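Readout: ATPlite luminescence (ATP level). Model: stable PC12, inducible Htt exon1 Q103-GFP. Inducer: tebufenozide, 100 nM final. Compounds: dose series. No G418 in medium.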
GAA glycogen – GAA glycogen-cleavage inhibition or activation. P10253. recombinant GAA, glycogen substrate, Amplex Red glucose oxidase fluorescence. Potency, µM (top dose mostly 76.4 µM), for the others: top-dose activity change, negative = inhibition, usual class: inhibitors. 0.38% of 300,000 active. AID 2100;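 further: 0% = full enzyme reaction and -100% = no-enzyme basal signal; the screen sought inhibitors and activators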
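Recombinant human alpha-glucosidase (4 nM final) hydrolysed bovine liver glycogen (30 ug) for 40 min at 37 C in pH 5.0 citrate/phosphate with 0.01% Tween-20. Released glucose detected by glucose oxidase/Amplex Red, Ex 573/Em 610 nm. Compounds up to 77 uM; AC50 from Hill fits.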
Numbers without * were called inactive; ? = inconclusive; · = no result given; [ ] = remark or other dose. The call rests on the fitted dose curve; in most records, active means well fitted curve in the direction sought with a large enough effect; inconclusive means small, poorly fitted or top-dose-only effect, or another doubt; inactive means no such curve, though single readings can be large; an effect the other way counts as inactive or inconclusive. Potency means the concentration at half of the fitted maximal effect.

SMILES | Tau fluor cs | Tau fibril FP | aGal spleen mod | aGlu spleen mod | Tau fibril ThT | GAA inhib | HTT cytoprotect | GAA glycogen
O=C(CSc1ccc(Br)cc1)NCC1CCCO1 (stereo not drawn) | -1% | -1% | 0% | 0% | 5% | 2% | -10% | -3%
FC(F)(F)c1ccccc1NC(=S)N1CCN(c2ccccn2)CC1 | -3% | 0% | 4% | -2% | -1% | 2% | · | -9%
CS/C(=C\[N+](=O)[O-])Nc1ccc(OC(F)(F)F)cc1 | -16% | 0% | -2% | -4% | ? | 0% | 0% | 6%
O=C(COC(=O)c1cncc(Br)c1)NCc1ccccc1Cl | -7% | 2% | 4% | -6% | -9% | 0% | -19% | 4%
CCOc1cc(-c2nc(-c3ccc(C)nc3OC)no2)cc(OCC)c1OCC | 0% | -3% | 2% | -4% | -7% | -3% | 16% | -6%
CC1CC(=O)C2=C(C1)OC(N)=C(C#N)C2c1coc2ccccc2c1=O (stereo not drawn) | -12% | -5% | -3% | -3% | ? | -4% | 9%[1.9 µM] | 2%
COc1ccc2c(c1)Cc1sc(NC(=O)c3ccccc3Br)nc1-2 | ? | -5% | · | · | ? | · | · | -9%[76.3 µM]
Cc1ccc(NC(=O)N2CCN(C)c3ncccc32)cc1C | -7% | -7% | · | · | -2% | · | · | -1%[76.3 µM]
O=C(Nc1ccc(N2CCOCC2)cc1)c1cn2ccccc2n1 | 0% | -3% | -4% | -2% | ? | 1% | -38% | 4%
Cc1ccc(Nc2cc(C)nc(N3CCOCC3)n2)c(C)c1 | -6% | 3% | -3% | 4% | -4% | 5% | · | 2%
CCC(=O)OC1CSc2nc3ccccc3n2C1 (stereo not drawn) | -4% | -4% | -5% | -4% | -8% | -8% | 18%[10 µM] | 9%
Cc1c(C(=O)NCc2cccnc2)oc2ccc(S(=O)(=O)N3CCC4(CC3)OCCO4)cc12 | -12% | -5% | -8% | -1% | -17% | -14% | 3% | -12%
COc1ccccc1NC(=O)CN1CCN(CC(=O)Nc2ccc(F)cc2)CC1 | -2% | -1% | 0% | -1% | -5% | -6% | 20% | 10%
NS(=O)(=O)c1ccc(Sc2nc3ccccc3s2)c([N+](=O)[O-])c1 | ? | 4% | 3% | -6% | · | · | -15%[10 µM] | ·
c1ccc(-c2cnnc(SCc3cn4cccnc4n3)n2)cc1 | -9% | 3% | 6% | -4% | -11% | -1% | -16% | 2%
Cc1ccc(C)c(NC2=NC3(CCCCC3)N=C(N)N2)c1 | 2% | 0% | -3% | -2% | 3% | 3% | 7%[10 µM] | 4%
O=C(Cn1c(=O)n(-c2ccccc2)c(=O)c2c3c(sc21)CCCC3)Nc1ccc(F)cc1F | -7% | -16% | · | · | 16% | · | · | 10%[76.3 µM]
Cc1ccc(Cn2c3ccccc3c3cnn(CC(=O)Nc4cc(Cl)ccc4C)c(=O)c32)cc1 | -11% | -3% | · | · | -6% | · | · | 11%[76.3 µM]
NC1=NN=C(c2ccc3c(c2)OCCO3)CS1 | -17% | 2% | 0% | -16% | ? | -4% | -153%[inhibitor] | -10%
O=C(c1ccccc1)N1CCN(CC2CC=CCC2)CC1 (stereo not drawn) | -1% | -1% | -1% | -2% | 2% | ? | 15% | 1%
Cc1cc(C)c2cc(C#N)c(NCCNC(=S)NCCCN3CCOCC3)nc2c1 | -6% | -4% | 4% | -6% | -4% | ? | -6%[10 µM] | -8%
Fc1ccc(CNCc2ccccc2C(F)(F)F)cc1 | 3% | 0% | -11% | -8% | 4% | -9% | · | 11%
CC(=O)c1ccc(N2CCN(C(=O)c3ccc4c(=O)n(-c5ccccc5)c(=O)[nH]c4c3)CC2)cc1 | -2% | 0% | 7% | -1% | -7% | -2% | -12%[10 µM] | 3%
COC(=O)c1ccccc1NC(=O)C1CCCO1 (stereo not drawn) | 4% | -4% | -1% | -6% | 6% | 1% | ? | 9%
COc1cccc(OC)c1NC(=O)c1nc2c(nnn2Cc2ccccc2Cl)c(=O)[nH]1 | 9% | 2% | 6% | 4% | 12% | -7% | · | 8%

(further entries)
SMILES | Tau fluor cs | Tau fibril FP | aGal spleen mod | aGlu spleen mod | Tau fibril ThT | GAA inhib | HTT cytoprotect | GAA glycogen
CCc1nnc(NC(=O)c2cccc(S(=O)(=O)N3CCc4ccccc43)c2)s1 | -14% | -7% | -5% | -5% | 0% | -4% | -1%[10 µM] | 9%
Cc1ccc(C(=O)C[n+]2cc(-c3ccc(C)cc3)n3c2CCCCC3)cc1 | 4% | 4% | 9% | 1% | -8% | -1% | -76%[inhibitor] | 23%
O=C(/C=C/c1ccccc1)Oc1ccccc1C(=S)N1CCOCC1 | -22% | -11% | 1% | -5% | -17% | -30% | 14%[10 µM] | -13%
c1ccc(-c2cn3c(n2)SCC3)cc1 | -6% | ? | ? | -5% | 7% | -1% | -22%[10 µM] | -9%
COc1ccc(C(=O)N2CCC(C(=O)Nc3ccccc3C)CC2)cc1OC | -3% | -5% | 5% | -3% | -1% | 11% | 4%[10 µM] | 8%
COc1cccc(N2C(=O)/C(=C\c3cccs3)NC2=S)c1 | -16% | 2% | -4% | 0% | ? | -7% | 4%[10 µM] | -8%
C=C(C)C(=O)Nc1ccc2c(c1)OCCOCCOCCO2 | 5% | 1% | 8% | 2% | 9% | · | 6%[10 µM] | 10%
NC(=O)C1CCN(C(=O)c2cc3n(n2)C(C(F)(F)F)CC(c2ccco2)N3)CC1 (stereo not drawn) | -2% | -8% | 0% | -1% | -14% | -1% | -5% | 11%
CCc1ccc(NC(=O)C2CCC(CNS(=O)(=O)c3cccs3)CC2)cc1 (stereo not drawn) | -1% | -18% | · | · | -3% | · | · | -4%[76.3 µM]
CCOC(=O)Cn1c(=NC(=O)c2sc3ccccc3c2Cl)sc2cc(S(N)(=O)=O)ccc21 | -1% | ? | 11% | 0% | 2% | 11% | 12%[10 µM] | 1%
Clc1ccc(-c2nc(NCCN3CCOCC3)c3ccccc3n2)cc1 | ? | ? | -12% | -8% | ? | -10% | -19% | 1%
CC(=O)c1c(C)[nH]c(C(=O)CSc2nc3ccccc3c(=O)n2CCCN2CCOCC2)c1C | -10% | -1% | -22% | -24% | -8% | -1% | 28% | 5%
Cc1cc(C)nc(N2CCCC(C(=O)Nc3ccc4nc(C)c(C)nc4c3)C2)n1 (stereo not drawn) | -13% | 1% | 3% | -5% | -17% | -6% | -7%[10 µM] | 14%
CCN1CCN(C(=O)Nc2cccc3ccccc23)CC1 | -9% | -2% | 8% | 1% | -18% | 3% | 5% | 1%
CCN(CC)CC#CCOC(c1ccccc1)c1ccccc1 | 1% | -1% | 10% | 7% | -1% | -9% | -5% | 5%
CCSc1nc2ccc(OC)cc2cc1C#N | -12% | ? | 6% | 5% | -2% | 6% | 14%[10 µM] | 2%
Cc1ccc(S(=O)(=O)N2CCOCC2)cc1C(=O)NC1CCCCC1 | 6% | 2% | -4% | 1% | 4% | -2% | -17%[10 µM] | 8%
Cc1cnc(NC(=O)COc2ccccc2)s1 | 7% | 6% | 0% | 2% | -2% | -8% | 1% | 9%
COC(=O)COc1ccc(NC(=O)Cn2nc(-c3ccccc3)c3ccccc3c2=O)cc1 | -4% | -7% | -1% | -6% | 4% | · | 10%[10 µM] | -10%
Cc1ccc(Nc2nc(=O)c3cccnc3s2)cc1 | -6% | -3% | 6% | 3% | -14% | 2% | -59%[inhibitor][0.074 µM] | -7%
CC(=O)n1c2ccccc2c2ccccc21 | -6% | -6% | 6% | -6% | -10% | -9% | -8% | -1%
O=C(Cc1cccs1)N1CCC(c2nc3c(nnn3Cc3ccccc3Cl)c(=O)[nH]2)CC1 | -3% | 5% | -3% | 2% | -7% | 0% | 13% | 5%

No new results follow: an excerpt of the list.
SMILES | Tau fluor cs | Tau fibril FP | aGal spleen mod | aGlu spleen mod | Tau fibril ThT | GAA inhib | HTT cytoprotect | GAA glycogen
CC(=O)c1c(C)[nH]c(C(=O)CSc2nc3ccccc3c(=O)n2CCCN2CCOCC2)c1C | -10% | -1% | -22% | -24% | -8% | -1% | 28% | 5%
Cc1cc(C)nc(N2CCCC(C(=O)Nc3ccc4nc(C)c(C)nc4c3)C2)n1 (stereo not drawn) | -13% | 1% | 3% | -5% | -17% | -6% | -7%[10 µM] | 14%
CCN1CCN(C(=O)Nc2cccc3ccccc23)CC1 | -9% | -2% | 8% | 1% | -18% | 3% | 5% | 1%
CCN(CC)CC#CCOC(c1ccccc1)c1ccccc1 | 1% | -1% | 10% | 7% | -1% | -9% | -5% | 5%
CCSc1nc2ccc(OC)cc2cc1C#N | -12% | ? | 6% | 5% | -2% | 6% | 14%[10 µM] | 2%
Cc1ccc(S(=O)(=O)N2CCOCC2)cc1C(=O)NC1CCCCC1 | 6% | 2% | -4% | 1% | 4% | -2% | -17%[10 µM] | 8%
Cc1cnc(NC(=O)COc2ccccc2)s1 | 7% | 6% | 0% | 2% | -2% | -8% | 1% | 9%
COC(=O)COc1ccc(NC(=O)Cn2nc(-c3ccccc3)c3ccccc3c2=O)cc1 | -4% | -7% | -1% | -6% | 4% | · | 10%[10 µM] | -10%
Cc1ccc(Nc2nc(=O)c3cccnc3s2)cc1 | -6% | -3% | 6% | 3% | -14% | 2% | -59%[inhibitor][0.074 µM] | -7%
CC(=O)n1c2ccccc2c2ccccc21 | -6% | -6% | 6% | -6% | -10% | -9% | -8% | -1%
O=C(Cc1cccs1)N1CCC(c2nc3c(nnn3Cc3ccccc3Cl)c(=O)[nH]2)CC1 | -3% | 5% | -3% | 2% | -7% | 0% | 13% | 5%

Assay outcomes as filed in PubChem.
